# Mdm2-MdmX inh: disrupts the human Mdm2-MdmX interaction; O15151+Q00987; SaOS-2 split-luciferase Mdm2/MdmX complementation, luminescence; inhibition, % at 8 µM; 3% of 330,000 active;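 active = inhibition of at least 50% at 8 µM in the primary screen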
# CCR6 antag: CCR6 (human) receptor antagonism; P51684; CHO-K1 CCR6 PathHunter beta-arrestin, luminescence, CCL20-stimulated; inhibition, % at 20 µM; 0.49% of 340,000 active; AID 493098;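 active = compounds whose inhibition of the agonist-driven luminescence signal at 20 µM reaches about 50%, limit read from the data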;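 also: cells stimulated with CCL20 at 14 nM final; plate controls were DMSO with CCL20 for no effect and DMSO without agonist for full effect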
# Target sequence (P51684 whole entry, looked up): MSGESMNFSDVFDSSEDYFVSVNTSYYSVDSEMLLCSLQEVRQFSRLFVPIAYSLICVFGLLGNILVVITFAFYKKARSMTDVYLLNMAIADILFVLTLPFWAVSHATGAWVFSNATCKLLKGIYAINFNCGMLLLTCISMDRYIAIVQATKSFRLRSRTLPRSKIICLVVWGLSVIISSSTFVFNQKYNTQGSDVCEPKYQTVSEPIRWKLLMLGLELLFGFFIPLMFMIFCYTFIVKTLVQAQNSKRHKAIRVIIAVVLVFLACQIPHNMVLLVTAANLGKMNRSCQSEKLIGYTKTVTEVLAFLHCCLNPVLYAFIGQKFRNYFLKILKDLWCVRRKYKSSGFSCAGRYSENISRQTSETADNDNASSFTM
# UPR CHOP act: apoptotic UPR (CHOP) activation; CHO-CHOP luciferase reporter, luminescence; percent of tunicamycin response over DMSO baseline; activation, % at 10 µM; 0.34% of 330,000 active;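 active = at 10 µM dose, activation of 40% or more, normalized to positive control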;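 also: 100% = tunicamycin at 10 µg/mL and 0% = DMSO alone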
#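 System: CHO-CHOP luciferase reporter cell line; amount: 500 cells/well; buffer or medium: F12 medium containing 10% fetal bovine serum; incubation: 6 h compound exposure at 37 °C after overnight seeding; measured by: luciferase luminescence after 10 min with Steady-Glo reagent; evaluation: % reporter activation, DMSO baseline versus tunicamycin full activation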
# XBP1 UPR activ: adaptive UPR (XBP1) activation. AID 463104. activation, % at 20 µM. CHO-XBP1 luciferase reporter, IRE1-XBP1 UPR activation, luminescence; percent of tunicamycin response, DMSO as zero. 0.33% of 330,000 active;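 active = versus positive control, 20 µM dose yields 30% or more activation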;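 also: 100% = tunicamycin at 10 µg/mL and 0% = DMSO only wells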
#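 Signal: luciferase luminescence; Assay system: CHO-XBP1 luciferase reporter cells; Amount: one thousand reporter cells per well; Dosing: 20 µM single concentration, DMSO 1%; Benchmarks: high control tunicamycin 10 µg/mL final, low control DMSO vehicle only; Schedule: 6 h compound exposure at 37 °C, 5% CO2; Evaluation: percent activation relative to tunicamycin reference.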
# APJ antagonist: antagonists of human APJ apelin receptor | 0.32% of 330,000 active | CHO-K1 APJ beta-arrestin complementation, luminescence | P35414 | inhibition, % at 20 µM;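 active = inhibition above about 40% at 20 µM, limit read from the data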;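 also: cells challenged with 10 nM apelin-13 agonist together with compound; plate controls were apelin-13 plus DMSO wells for no effect and DMSO wells lacking apelin-13 for full effect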
# Target sequence (P35414 whole entry, looked up): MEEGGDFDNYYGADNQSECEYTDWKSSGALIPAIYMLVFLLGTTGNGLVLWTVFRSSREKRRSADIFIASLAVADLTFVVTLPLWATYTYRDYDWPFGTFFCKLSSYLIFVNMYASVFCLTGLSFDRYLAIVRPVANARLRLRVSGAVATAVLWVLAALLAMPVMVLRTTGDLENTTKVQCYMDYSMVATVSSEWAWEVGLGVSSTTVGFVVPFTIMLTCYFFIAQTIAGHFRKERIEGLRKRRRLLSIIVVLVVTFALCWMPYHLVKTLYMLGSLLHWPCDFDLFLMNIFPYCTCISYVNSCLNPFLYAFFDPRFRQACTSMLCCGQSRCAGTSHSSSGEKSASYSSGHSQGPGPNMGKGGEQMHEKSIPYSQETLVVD
# APJ ag: activates the human apelin receptor APJ; P35414; CHO-K1 APJ PathHunter beta-arrestin, luminescence; 0% DMSO wells, 100% apelin; activation, % at 20 µM; 0.11% of 330,000 active; AID 2520;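 active = activation more than six SD over the plate average, tested at 20 µM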;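 also: 0% = DMSO alone and 100% = apelin-13 at 10 nM; some results filed as inactive read as strong as hits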
#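 Test system: CHO-K1 APJ beta-arrestin complementation cell line. Amount: cell density 1000 per well. Controls: DMSO negative, 10 nM Apelin-13 positive. Signal: luminescent beta-gal fragment complementation, chemiluminescent substrate. Read-out basis: agonist-driven arrestin binding to APJ. Timing: compound stimulation 90 min at 25 °C, detection 60 min.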
# tim23-1 inh: growth inhibitors of tim23-1 mutant yeast; S. cerevisiae tim23-1 growth, BacTiter-Glo luminescence, 24 h; inhibition, % at 20 µM; 1.3% of 330,000 active;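 active = growth inhibition of the mutant yeast at or above 50%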;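 also: temperature-sensitive mutant grown at 25 °C; plate controls were DMSO-treated mutant yeast for no effect and medium wells lacking yeast for full effect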
# CXCR6 inh: blocks human CXCR6 beta-arrestin recruitment; inhibition, % at 20 µM; 0.36% of 360,000 active; O00574; CHO-K1 PathHunter CXCR6 beta-arrestin, luminescence; AID 602244; in the data active = inhibition above about 34%, passing the limit was not always enough;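 also: antagonist mode with CXCL16 agonist at 10 nM final; 0% = 10 nM CXCL16 with DMSO and 100% = unstimulated wells without agonist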
# EBI2 antag: antagonists of human EBI2 receptor; EBI2 beta-arrestin recruitment, luminescence, 7a,25-OHC stimulated; 0.81% of 360,000 active; inhibition, % at 5 µM; AID 651636; in the data active = inhibition above about 38%;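 also: enzyme fragment complementation signal reports receptor beta-arrestin coupling in cells; 0% = agonist plus DMSO wells and 100% = wells without agonist; some results beyond the cut were filed as inactive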
# Target sequence (P32249 whole entry, looked up, the tested form may be a part): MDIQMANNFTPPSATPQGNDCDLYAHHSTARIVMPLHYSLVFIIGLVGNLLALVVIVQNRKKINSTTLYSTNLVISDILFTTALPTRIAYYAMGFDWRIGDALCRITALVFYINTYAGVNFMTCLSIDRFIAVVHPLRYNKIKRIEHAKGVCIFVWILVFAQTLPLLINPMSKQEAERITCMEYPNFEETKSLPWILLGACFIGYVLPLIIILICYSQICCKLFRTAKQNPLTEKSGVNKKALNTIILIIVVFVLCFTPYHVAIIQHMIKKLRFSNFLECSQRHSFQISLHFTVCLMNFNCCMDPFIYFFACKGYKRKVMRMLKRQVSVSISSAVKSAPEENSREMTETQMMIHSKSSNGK
# * = called active by the depositor; · = no result given. A portion of the library; the hit share may differ from the screen's.
compound	Mdm2-MdmX inh	CCR6 antag	UPR CHOP act	XBP1 UPR activ	APJ antagonist	APJ ag	tim23-1 inh	CXCR6 inh	EBI2 antag
Cc1cc2cc(CNC(=O)c3ccc(S(=O)(=O)N(C)C)cc3)ccc2n1C	-14	3	0.2	-3	-7	4	8	-12	12
O=C(COc1cccc(NC(=O)c2ccco2)c1)c1ccc(F)cc1	18	-10	3.3	-3	-11	-2	55*	1	-3
O=C(O)CC(Cc1ccc(Cl)cc1)C(=O)Nc1cc(Cl)ccc1Cl (stereo unspecified)	13	8	0.9	-1	-20	-3	6	-4	-9
CC1CCCC(NC(=O)COC(=O)c2ccc(N(C)C)cc2)C1C (stereo unspecified)	0	-3	-1.9	3	-1	-2	19	-2	-7
C/C(=N\NC(=O)c1ccccc1F)c1cccc(NC(=O)c2ccc(C)cc2)c1	-26	6	4.2	-2	7	-1	7	-13	5
CCc1nnc(NC(=O)CSc2nnc3c(C)cc4c(C)ccc(C)c4n23)s1	60*	9	0.5	-2	-9	-4	15	10	-6
CCN(CC)C(=O)C1CCCN(C(=O)c2cc(COc3cccc(OC)c3)on2)C1 (stereo unspecified)	-13	15	1.8	-3	-11	-1	13	5	4
O=c1cc(C(O)C[N+](=O)[O-])occ1OCc1ccccc1 (stereo unspecified)	26	13	0.7	0	4	0	1	0	-11
CC(=O)Nc1ccc(C(=O)OCc2ccc(Cl)c(Cl)c2)cc1	17	14	1.7	0	-24	-3	23	-4	10
OC(CN1C2=NCCCN2c2ccccc21)c1ccc(Cl)cc1 (stereo unspecified)	-7	9	0.1	0	14	-5	4	4	-4
COc1ccc(OC)c(S(=O)(=O)NC2CCN(Cc3ccccc3)CC2)c1	8	-1	-2.3	1	22	-4	-3	8	-9
O=C(O)c1cc(S(=O)(=O)N2CCCCC2)sc1Cl	27	6	2.7	-1	-7	-1	1	-22	-16

# The list continues:
compound	Mdm2-MdmX inh	CCR6 antag	UPR CHOP act	XBP1 UPR activ	APJ antagonist	APJ ag	tim23-1 inh	CXCR6 inh	EBI2 antag
NC(=O)C1(N2CCCCC2)CCN(Cc2ccccc2Cl)CC1	10	-20	-0.1	4	1	1	0	-2	1
Cc1cccc(OCCN2C(=O)c3ccccc3C2=O)c1	15	10	6.7	5	1	-4	16	1	7
CC(C)Oc1cccc(C(=O)NC(=S)Nc2ccc3c4c(cccc24)CC3)c1	-2	36	0.3	2	6	-1	5	23	9
O=C(Nc1nnc(C2CC2)s1)c1cccc(S(=O)(=O)N2CCc3ccccc32)c1	14	7	1.1	0	3	-3	0	12	8
C(=C\c1ccccn1)/c1ccccn1	-16	1	5.6	3	4	-2	10	-3	-15
Cc1cc(C)nc(SCC(=O)Nc2ccc(S(=O)(=O)Nc3cc(C)on3)cc2)n1	19	-9	3.4	-4	3	-3	6	1	5
Cc1ccc2c(c1)C(c1ccc(N3CCOCC3)cc1)=NNC(c1cccs1)=N2	22	22	-1.9	62*	5	-4	33	-2	5
O=C(Nc1ccccc1)c1cccc(N2CCCC2=O)c1	-26	9	2.5	1	10	-5	-18	-4	8
CN(C)C(=O)CSc1nnc(-c2ccncc2)n1Cc1ccco1	-1	-5	-2.6	1	3	-5	0	-1	-7
CCCCn1c(=O)c(C(=O)N/N=C/c2ccc(F)cc2)c(O)c2ccccc21	-14	·	-0.4	1	17	-2	-2	·	·
COCCn1ccc2c(OCC(=O)NCc3ccccc3)cccc2c1=O	19	6	-1.3	-3	20	-3	6	2	5
COc1cc(/C=C(\NC(=O)c2ccccc2)C(=O)Nc2cccc(O)c2)c([N+](=O)[O-])cc1OC	15	4	-0.7	-4	-11	0	14	4	-14

# (cont.)
compound	Mdm2-MdmX inh	CCR6 antag	UPR CHOP act	XBP1 UPR activ	APJ antagonist	APJ ag	tim23-1 inh	CXCR6 inh	EBI2 antag
CCCCn1c(SCC(=O)Nc2ccc3c(c2)OCO3)nc2c1c(=O)n(C)c(=O)n2C	11	7	0.2	2	-1	-2	2	-6	-3
CSc1ncccc1C(=O)N1CCCC(CCC(=O)NCc2ccc(F)c(F)c2)C1 (stereo unspecified)	6	25	0.5	1	9	-1	7	12	-13
COc1ccc(C)cc1NC(C)C(=O)NC(=O)NC1CCCCC1 (stereo unspecified)	-37	-3	-2.7	1	-5	0	34	-1	-4
CC(C)C(NC(=O)C12CC3CC(CC(C3)C1)C2)C(=O)NC1=NCCS1 (stereo unspecified)	0	·	-3.3	-1	7	-3	24	·	·
COc1cc(CN2CCN(S(=O)(=O)c3ccc(NC(C)=O)cc3)CC2)cc(OC)c1O	-24	-2	-1.2	0	-9	-3	11	3	-5
CN(C)/C=C(\C#N)S(=O)(=O)C(C)(C)C	0	8	1.4	-1	-2	-1	-1	6	10
COc1ccc(N2CCN(S(=O)(=O)c3ccc4c(c3)CC(C)N4C(=O)C3CC3)CC2)cc1 (stereo unspecified)	0	2	0.6	-3	16	2	-1	-15	1
O=C(CN1C(=O)c2ccccc2C1=O)Nc1nnc(C2CCCO2)s1 (stereo unspecified)	-14	8	-0.8	1	24	-4	-2	1	-3
N#CCC(=O)Nc1ccc(C(=O)OCC(=O)N=c2sccn2Cc2ccccc2Cl)cc1	11	11	2.6	-1	-4	3	-6	-2	6
CCN(CC)c1ccc(/C=N/OCC(=O)N2CCCc3ccccc32)cc1	11	16	3.6	-1	-5	2	27	-6	-1
COc1cc(CNc2ncn[nH]2)ccc1OCc1cccc(C)c1	-31	12	3.0	1	13	0	10	-11	2
COc1ccc(C(=O)Oc2cc(N)n(S(=O)(=O)c3ccc(C)cc3)n2)cc1	1	-14	-2.2	-4	4	1	29	-3	-2

# The list continues:
compound	Mdm2-MdmX inh	CCR6 antag	UPR CHOP act	XBP1 UPR activ	APJ antagonist	APJ ag	tim23-1 inh	CXCR6 inh	EBI2 antag
CSc1nnc(-c2cccc(NC(=O)c3ccccc3)c2)n1C	14	6	1.2	-4	-2	2	15	-6	-2
COc1ccc(-n2c(O)c(C=Nc3ccccc3)c3ccccc3c2=O)cc1	38	8	1.5	-1	-29	-3	-20	-2	-11
COc1ccc(-c2nn(CCC(=O)O)cc2/C=C2\SC(N)=NC2=O)cc1OC	4	-8	7.7	-2	-14	2	12	3	-8
O=C(N1CCOCC1)N1CCN(c2ccccc2F)CC1	14	12	0.9	-4	0	-4	0	7	-3
CN(C1CCCCC1)S(=O)(=O)c1cccc(C(=O)Nc2ccccn2)c1	10	16	2.8	2	-12	0	27	0	2
O=C(NCCc1ccccc1)C1(c2ccccc2)CC1(Cl)Cl (stereo unspecified)	14	7	0.6	4	-17	1	15	8	34
Cc1nn(C)c(C)c1S(=O)(=O)N1CCC(C(=O)Nc2ccc3c(c2)OCCO3)CC1	26	3	-2.7	-6	13	-2	6	-5	-10
CCCCC(=O)Nc1ccc(C(=O)OC2CCCCC2)cc1	19	-1	1.3	3	-6	-3	46	-2	13
COc1ccc(NC(=O)Nc2ccc3c(c2)C(=O)N([C@H](C)CO)C[C@H](C)[C@@H](CN(C)C(=O)Nc2ccc4c(c2)OCO4)O3)cc1	7	11	-0.5	0	5	-1	0	-4	-2
Cc1ccc(NC(=O)c2cnccn2)c(C)c1	3	-4	4.2	-2	1	-5	-12	-7	5
CN1CCCNc2nc3ccccc3nc21	3	6	1.1	-1	8	-3	-7	-1	-6
Cc1nc(N2CCN(c3ccccc3)CC2)[nH]c(=O)c1C	1	12	-3.5	-6	-20	-1	-2	-3	-16

# Remaining list, next part.
compound	Mdm2-MdmX inh	CCR6 antag	UPR CHOP act	XBP1 UPR activ	APJ antagonist	APJ ag	tim23-1 inh	CXCR6 inh	EBI2 antag
CC(Sc1nnc(N)s1)C(=O)NCc1ccc2c(c1)OCO2 (stereo unspecified)	5	-5	-1.7	0	19	-3	-11	0	-2
O=C(COC(=O)c1cc(=O)[nH]c2ccccc12)NC1CCCC1	-12	-9	0.4	-2	-2	-1	2	0	3
Cc1c(-c2ccccc2)nc2ccccc2c1C(=O)OCC(=O)Nc1ncc(C(F)(F)F)cc1Cl	1	-7	0.6	-3	-3	-2	30	3	-8
CCCC[C@H]1COCCS(=O)(=O)N1Cc1cccc([N+](=O)[O-])c1	6	3	-2.5	-1	9	-6	-11	6	-10
O=C(NCc1ccccn1)c1cccs1	9	-11	0.7	0	12	1	16	-2	-27
Cc1ccc(O)c(-c2cc(-c3ccccc3C)[nH]n2)c1	29	-3	2.8	6	-5	-7	-9	2	33
CCn1cc(CNC(=S)Nc2cccc3ccccc23)cn1	24	3	-2.6	-3	14	0	13	-7	2
CC(C)N(CCn1cnc2c([nH]c3ccccc32)c1=O)C(C)C	8	3	-1.8	-1	-18	-4	0	-20	11
COc1ccc(CCN(C(=O)C(F)(F)F)C(C(=O)NC2CCCCC2)c2ccc(C)s2)cc1OC (stereo unspecified)	5	14	2.7	-6	2	-3	-3	12	18
Cc1cc(=O)[nH]c(N/N=C/c2ccco2)n1	7	0	1.5	-4	-6	-1	10	-5	-3
COC(=O)c1c(N)c(C#N)c2n1CCCCC2	-1	-3	1.1	0	22	-3	1	-7	-1
COc1ccc(OC)c(Nc2nc(N)c([N+](=O)[O-])c(NCc3ccccc3)n2)c1	85*	14	2.8	14	-11	-4	-19	0	-10

# Later entries.
compound	Mdm2-MdmX inh	CCR6 antag	UPR CHOP act	XBP1 UPR activ	APJ antagonist	APJ ag	tim23-1 inh	CXCR6 inh	EBI2 antag
CC(C)(O)c1[nH]c2ccc(C#N)cc2c1C(C)(C)O	17	1	-0.3	0	-17	-2	22	·	·
COCCCNC(=O)/C(C#N)=C/c1c(N2CCN(C)CC2)nc2ccccn2c1=O	-3	9	-1.3	-5	15	-3	2	0	-5
COc1ccc2cc3cc(C(=O)N4CCN(C5CCCCC5)CC4)oc3nc2c1	13	18	-0.2	2	7	3	28	0	-1
COc1ccc(Cc2nnc(SCC(=O)N3CCCC(C)C3)o2)cc1 (stereo unspecified)	6	13	-0.2	1	17	-4	20	6	-6
COCCN(C(=O)CSc1nnc(-c2cccc(F)c2)n1N)c1c(N)n(Cc2ccccc2)c(=O)[nH]c1=O	9	6	2.2	0	-49	-6	-3	-5	8
Cc1nc2c(C(=O)NCCC(C)C)c[nH]n2c(=O)c1Cl	23	15	0.3	-4	10	1	10	3	-3
O=C(Oc1ccc(N2C(=O)CCC2=O)cc1)c1ccco1	-2	0	0.0	-2	13	2	15	-6	-7
Cc1cccc(N/C(N)=N/c2nc(C(F)(F)F)cc(C(F)(F)F)n2)c1	-23	9	-2.3	0	-6	-5	15	6	5
Nc1nc2nc(SCC(=O)N3CCCc4ccccc43)[nH]c2c(=O)[nH]1	7	·	-1.9	-1	3	-3	-4	·	·
COc1ccccc1C(=O)N/N=C(\C)CC(=O)Nc1ccccn1	3	3	-0.9	-1	4	1	13	4	-2
Cc1cccc(OC(C)C(=O)N2CCN(Cc3ccc4c(c3)OCO4)CC2)c1 (stereo unspecified)	15	8	-1.4	0	-5	-1	10	-6	-5
COc1ccc(NC(=O)c2ccco2)c(NC(=O)c2ccc([N+](=O)[O-])cc2)c1	-6	-32	2.2	-4	-110	13	-19	-18	-2
